GRP78 ERSR act: induces the endoplasmic reticulum stress response in human glioma cells | U87-MG GRP78 promoter luciferase reporter, 16 h | Potency, µM, inactives show at the top dose activation, usual class: activators | 420,000 compounds, 0.02% hits | AID 602332; also: potency is read from the fitted curve at half-maximal effect; series mostly up to about 76 µM; % of control where 0% means no effect; nearly all actives have a fitted effect of over 35% in size
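Stably transfected U87-MG glioma cells carrying a GRP78-based luciferase sensor; 16 h compound incubation. Luminescence end-point read 10 min after Bright-Glo addition at room temperature.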
LDHA block: LDHA (human) enzyme inhibition | 480,000 compounds, 0.15% hits | purified LDHA, NADH/diaphorase-resazurin fluorescence; stronger effect = lower value | activity change, % (values are at about 110 or 230 µM) | P00338; in the data active = activity change below about -30%; inconclusive = mostly about -25% to -30%;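 also: plate controls were DMSO wells for no effect and wells without enzyme for full effect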
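Remaining NADH was detected by diaphorase (0.133 mg/mL) converting 37 µM resazurin to fluorescent resorufin, read at 0 and 20 minutes. The preceding 5-minute room-temperature reaction used 2 nM LDHA, 0.2 mM sodium pyruvate and 0.06 mM NADH at pH 7.4.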
APEX1 inh: blocks human APE1 abasic DNA cleavage; P27695; recombinant APE1, TAMRA/BHQ-2 abasic DNA cleavage fluorescence; Potency, µM (doses to about 65.8 µM), for inactives: top-dose activity change, negative = inhibition, hits mostly inhibitors; 350,000 compounds, 0.35% hits; AID 2517;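 also: potency is read from the fitted curve at half-maximal effect; plate controls were vehicle for no effect and reference inhibitor for full effect; nearly all actives have a fitted effect of over 55% in size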
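Quantitative HTS: incision of a TAMRA/BHQ-2 double-stranded substrate bearing a tetrahydrofuran abasic site by 0.75 nM APE1 raises fluorescence. Substrate 50 nM final, added after 15 min compound preincubation at room temperature; progress as third-minus-first kinetic read difference.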
POLI inh: blocks human DNA polymerase iota activity. Q9UNA4. Pol iota fluorescent replication assay, 10 min. Potency, µM (highest dose often 115 µM), without a hit: at the highest dose activity, negative = inhibition, actives largely listed as inhibitors. 390,000 compounds, 1% hits. AID 588590; also: potency is read from the fitted curve at half-maximal effect
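Pol iota at 10 nM preincubated 15 min with compounds at room temperature; reaction started with fluorescent substrate, 50 nM final. Fluorescence read kinetically at 0 and 10 min; buffer-only wells as negative control.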
Pol beta inh: DNA polymerase beta (human) inhibition. Pol beta primer extension/strand displacement, fluorescence kinetic. 340,000 compounds, 1.3% hits. Potency, µM (doses to about 114 µM), for the others: at the top dose activity change, negative = inhibition, hits mostly inhibitors. AID 485314; also: potency is read from the fitted curve at half-maximal effect; % is scaled to controls: 0 for no effect and ±100 for the full control effect
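Enzyme-only controls used 10 nM Pol beta; buffer lacking enzyme served as negative control. Compound preincubated 15 min, then 50 nM substrate added; 0 and 10 min reads at room temperature.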
BLM helicase inh: inhibitors of human Bloom syndrome helicase BLM | recombinant BLM DNA unwinding, fluorescence dequenching | P54132 | Potency, µM (series often up to 56.1 µM), for inactives: at the top dose activity change, negative = inhibition, usual class: inhibitors | 350,000 compounds, 0.2% hits;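 also: potency is read from the fitted curve at half-maximal effect; plate controls were vehicle for no effect and no enzyme for full effect; nearly all actives have a fitted effect of over 35% in size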
POLH inh: blocks human DNA polymerase eta activity. Q9Y253. recombinant Pol eta, fluorescent DNA replication assay. Potency, µM (series often up to 114 µM), for inactives: top-dose activity change, negative = inhibition, hits mostly inhibitors. 390,000 compounds, 1.2% hits. AID 588591; also: potency is read from the fitted curve at half-maximal effect; % is scaled to controls: 0 for no effect and ±100 for the full control effect
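Fluorescent replication assay: 50 nM final substrate added after a 15 min room-temperature compound preincubation with 10 nM enzyme. Signal taken at 0 min and again at 10 min.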
Apoferritin bind: candidate novel general anesthetic via apoferritin binding; Potency, µM (titrated, usually from 77.5 µM), for the others: top-dose activity change, negative = displacement, actives largely listed as inhibitors; AID 485281; 350,000 compounds, 0.074% hits; apoferritin/1-aminoanthracene competitive binding, fluorescence; also: potency is read from the fitted curve at half-maximal effect; % is scaled to controls: 0 for no effect and ±100 for the full control effect; nearly all actives have a fitted effect of over 20% in size
Target sequence (P02791 2-175 limits assumed): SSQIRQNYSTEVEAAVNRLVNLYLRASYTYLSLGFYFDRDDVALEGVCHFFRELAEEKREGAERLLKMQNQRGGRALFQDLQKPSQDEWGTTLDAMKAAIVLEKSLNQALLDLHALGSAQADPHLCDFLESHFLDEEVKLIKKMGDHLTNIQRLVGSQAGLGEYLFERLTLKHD
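Probe: 1-aminoanthracene (50% saturated, PBS). Protein: horse-spleen apoferritin, 10 uM. Incubation: 10 min, room temperature. Detection: 380 nm excitation, 535 nm emission. Analysis: normalized response, four-parameter Hill.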
Pol kappa inh: DNA polymerase kappa (human) inhibition. purified Pol kappa, fluorescent DNA synthesis assay, 10 min. Potency, µM (top dose mostly 107 µM), without a hit: at the top dose activity, negative = inhibition, most hits filed as inhibitors. 400,000 compounds, 0.53% hits. AID 588579; also: potency is read from the fitted curve at half-maximal effect; % is scaled to controls: 0 for no effect and ±100 for the full control effect
Target sequence (Q9UBT6 whole entry, looked up): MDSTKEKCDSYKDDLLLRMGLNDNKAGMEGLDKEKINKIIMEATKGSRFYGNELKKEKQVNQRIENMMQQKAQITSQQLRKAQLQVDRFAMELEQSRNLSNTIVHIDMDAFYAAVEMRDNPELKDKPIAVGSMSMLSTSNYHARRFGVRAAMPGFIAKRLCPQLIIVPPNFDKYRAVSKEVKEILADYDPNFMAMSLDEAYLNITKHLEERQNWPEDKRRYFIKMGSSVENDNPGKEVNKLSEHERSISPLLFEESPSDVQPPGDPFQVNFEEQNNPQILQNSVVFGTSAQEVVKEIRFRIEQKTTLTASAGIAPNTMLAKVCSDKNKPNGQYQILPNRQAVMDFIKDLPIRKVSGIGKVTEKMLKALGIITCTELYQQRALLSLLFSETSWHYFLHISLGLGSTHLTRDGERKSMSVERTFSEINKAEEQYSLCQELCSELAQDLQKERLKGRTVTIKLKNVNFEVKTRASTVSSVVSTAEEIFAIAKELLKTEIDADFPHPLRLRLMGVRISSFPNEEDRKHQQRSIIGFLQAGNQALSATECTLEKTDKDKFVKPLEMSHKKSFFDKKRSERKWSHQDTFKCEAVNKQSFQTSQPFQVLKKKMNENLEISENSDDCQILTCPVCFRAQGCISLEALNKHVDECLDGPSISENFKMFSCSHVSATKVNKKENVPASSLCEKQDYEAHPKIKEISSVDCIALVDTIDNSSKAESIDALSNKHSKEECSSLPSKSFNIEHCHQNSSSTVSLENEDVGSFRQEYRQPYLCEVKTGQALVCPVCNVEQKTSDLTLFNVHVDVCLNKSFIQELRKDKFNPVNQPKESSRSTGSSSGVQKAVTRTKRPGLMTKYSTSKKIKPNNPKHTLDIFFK
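Pol kappa 10 nM + cpd, 15 min RT; start w/ substrate 50 nM final; fluorescence kinetic read, 0 and 10 min. Neg ctrl: buffer, no enzyme.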
Starred values were filed as active, the others as inactive; ? = inconclusive; · = no result given; & = joins results of further samples; [ ] = dose if it differs, or a comment. Unless noted, calls follow the shape of the dose curve; as a rule, active = well fitted curve in the direction sought with a large enough effect; inconclusive = small, poorly fitted or top-dose-only effect, or another doubt; inactive = no such curve, though single readings can be large; an effect the other way counts as inactive or inconclusive. Only part of the results is shown (hit frequency here may not be typical).

Every second line gives: GRP78 ERSR act, LDHA block, APEX1 inh, POLI inh, Pol beta inh, BLM helicase inh, POLH inh, Apoferritin bind, Pol kappa inh
CCOC(=O)c1c(NC(=O)CS(=O)(=O)c2cn(CC)c3ccccc23)sc2c1CCCC2
    -4%, 0, -10%, -7%, 2%, -4%, -12%, -10%, -7%
O=C(CCOc1ccccc1)Nc1ccc(S(=O)(=O)Nc2ncccn2)cc1
    -4%, -2, 4%, -4%, ·, ·, -15%, ·, 4%
CCOC(=O)C1CCCN(C(=O)/C=C/c2cc(OC)c(OC)c(OC)c2)C1 (stereo unspecified)
    -3%, -8, -2%, 91%[activator], -4%, -2%, -15%, -8%, -9%
O=C(c1ccc(-c2ccc([N+](=O)[O-])cc2)o1)N1CCCCC1
    0%, -5, -3%, 30%[activator], -1%, 0%, -20%, -1%, -16%
COCCC(=O)N1CCC(Oc2ccc(C(=O)NC(C)CCn3cccn3)cc2)CC1 (stereo unspecified)
    -4%, -4, 17%, 19%, -21%, 3%, -8%, -5%, -11%
O=C(NNC(=O)c1csc(N2CCOCC2)n1)c1ccc(Cl)nc1
    -3%, -12, -7%, 19%, ·, ·, -5%, ·, -10%
Cc1ccc(SCc2nc3ccccc3n2CC(=O)Nc2ccccc2)cc1
    3%, -3, -11%, 0%, 2%, -2%, -19%, -11%, -17%
C#Cc1ccc(CN2CCC(N3CCC(C(=O)NCc4ccccn4)CC3)CC2)cc1
    0%, -2, -10%, -17%, 18%, 3%, -8%, 9%, 3%
Cc1cc(O)ccc1N/C=C1\CCCC1=O
    -3%, 18, 3%, -1%, 13%, -18%, -22%, -6%, -11%
COc1cc(OC)nc(NC(C)=O)n1
    -4%, 1, 29%, -2%, 9%, -1%, 2%, -3%, -5%
CC1=C(C(=O)Nc2cccc(C(F)(F)F)c2)C2(CCN(C(C)C)CC2)OC1=O
    -1%, 6, ·, 9%, -2%, -1%, -15%, -2%, -6%
CC1=C(C)CC(C(=O)NNC(=O)c2ccccc2)C(C(=O)O)C1 (stereo unspecified)
    6%, -4, 0%, 10%, -8%, -1%, 0%, -10%, -21%
Cc1ccc(C)c(NC(=S)N/N=C/C(C)c2ccccc2)c1 (stereo unspecified)
    -3%, -3, 5%, 30%[activator], 6%, -4%, -14%, -19%, 5%
Cc1cccc(N(C)S(=O)(=O)c2ccc3c(c2)C(C)(C)C(=O)N3C)c1
    5%, -1, -22%, ?, 22µM*, -20%, ?, ?, ?
COc1cc(/C=N/Nc2ccc(C(F)(F)F)cn2)ccc1O
    -6%, -14, 1%, 6%, 21%, -3%, -12%, -11%, -5%
O=C(CN1CCCCCC1)NC(c1ccccc1)c1ccccc1
    0%, -25, 12%, 31%[activator], 6%, -14%, -5%, -10%, -13%
Cc1ccc(C)c(S(=O)(=O)N2CCCN(C)CC2)c1
    -2%, 1, 1%, ?, 11%, -3%, -8%, 5%, 7%
CCN(CC(=O)Nc1c(F)cccc1F)C(=O)CSc1nnc(-c2ccco2)n1CC
    -5%, -14, 3%, 18%, 13%, -4%, 5%, -7%, -11%
Cc1c(C(=O)NC(C)c2ccccc2)sc2ncnc(N(C)C3CCCCC3)c12 (stereo unspecified)
    -1%, -7, ·, 8%, 1%, -9%, -12%, 1%, -4%[60.1 µM]
Cc1ccc2cccnc2c1NC(=S)NC(=O)c1ccccc1
    -2%, -3, -6%, 1%, -19%, 2%, -6%, 2%, -1%
Cc1cccc2cc3c(N)c(C(=O)N4CCOCC4)sc3nc12
    -3%, -7, 6%, 58%[activator], 3%, -6%, -10%, -19%, -24%
COc1ccccc1C(=O)Nc1ccc(S(=O)(=O)Nc2cc(C)nc(C)n2)cc1
    0%, -2, -2%, -16%, 5%, 0%, 1%, -8%, -5%
COCCNC(=O)c1c[nH]c2ccc(S(=O)(=O)Nc3ccccc3F)cc2c1=O
    -1%, -7, -9%, ?, ?, 1%, -16%, -8%, -25%
COc1ccc([N+](=O)[O-])cc1NC(=O)C(C)OC(=O)C1CCCC1 (stereo unspecified)
    4%, -14, -2%, 8%, 6%, -14%, -10%, -5%, -13%
CCN(CC)CCCN1C(=O)c2oc3ccccc3c(=O)c2C1c1cccc(OC)c1OC (stereo unspecified)
    -3%, -3, -2%, -1%, 14%, -2%, -6%, -17%, -6%
Cc1cccc(N(C(=O)c2ccc(Cl)cc2)C2CS(=O)(=O)CC2OC(=O)c2ccc(Cl)cc2)c1 (stereo unspecified)
    -1%, -3, 8%, -4%, 32%, -7%, -3%, -10%, -16%
O=C1CC(N2CCOCC2)C(=O)N1c1ccc(Cl)cc1 (stereo unspecified)
    ?, 0, 0%, 33%, -1%, 0%, 31%[activator], -7%, 13%
Cc1ccc(C=Nc2ccccc2C(N)=O)s1
    3%, -10, 2%, 14%, 1%, 3%, -16%, 29%, -12%
O=S(=O)(NC1CCCCC1N1CCC(O)CC1)c1ccc(Cl)cc1 (stereo unspecified)
    -4%, -3, 30%, 5%, -15%, 3%, -5%, -7%, -5%
COc1ccc(NC(=O)Cn2cnc3ccc(S(=O)(=O)N4CCC(C)CC4)cc3c2=O)cc1Cl
    -2%, -3, ·, 4%, ?, -2%, 1%, 24%, 6%

Nothing new here: entries from further up.
Every second line gives: GRP78 ERSR act, LDHA block, APEX1 inh, POLI inh, Pol beta inh, BLM helicase inh, POLH inh, Apoferritin bind, Pol kappa inh
O=S(=O)(NC1CCCCC1N1CCC(O)CC1)c1ccc(Cl)cc1 (stereo unspecified)
    -4%, -3, 30%, 5%, -15%, 3%, -5%, -7%, -5%
COc1ccc(NC(=O)Cn2cnc3ccc(S(=O)(=O)N4CCC(C)CC4)cc3c2=O)cc1Cl
    -2%, -3, ·, 4%, ?, -2%, 1%, 24%, 6%

Going on with the list.
Every second line gives: GRP78 ERSR act, LDHA block, APEX1 inh, POLI inh, Pol beta inh, BLM helicase inh, POLH inh, Apoferritin bind, Pol kappa inh
CCCC(NC(=O)C(C)NC(=O)CO/N=C1\C=C2CCC3C4CCC(C(C)=O)[C@@]4(C)CCC3[C@@]2(C)CC1)C(=O)O (stereo partly specified)
    -4%, -3, 28%, 14%, 14%, -3%, -7%, -11%, -3%
CCOc1ccc(C(C)NC(=O)c2cccs2)cc1OCC (stereo unspecified)
    -3%, 0, ·, 7%, ·, ·, -12%, ·, -2%
CN1C(=O)/C(=C/c2ccc(OCc3ccc(F)cc3)cc2)N(C)C1=S
    -2%, -4, 9%, -4%, 56%, -3%, -2%, 43%[activator], -5%
O=C(NCCCN1CCCC1=O)c1cccc(Oc2ccccc2)c1
    -2%, -8, -5%, -17%, 23%, -1%, -12%, -12%, -18%
CC(C)Oc1ccc(S(=O)(=O)N2CCOCC2)cc1NC(=O)c1ccc(N2CCCC2=O)cc1
    -6%, 0, 23%, 45%[activator], -3%, 0%, -5%, -19%, 3%
CCOC(=O)COc1cccc2c(=O)n(CC(=O)NCCc3ccc(OC)c(OC)c3)ccc12
    ·, ·, -1%, ·, 5%, 3%, ·, -13%, ·
Cc1cc(S(=O)(=O)n2ccnc2)c(Cl)cc1Cl
    -3%, -19, 19%, 7%, -11%, -10%, -11%, -2%, -9%
CCn1c(=O)c(C(=O)CN2CCN(S(=O)(=O)c3ccc(C)cc3C)CC2)c(N)n(Cc2ccccc2)c1=O
    -4%, -3, -7%, 9%, 3%, -6%, -19%, -4%, -4%
COCc1n[nH]c(=S)n1-c1ccccc1
    -1%, -10, 6%, 7%, 6%, -1%, 7%, -2%, -16%
O=C(NCc1ccc(F)cc1)c1ccc2oc(=O)n(Cc3ccccc3)c2c1
    -2%, 1, ·, -3%, -27%, -8%, -15%, -11%, -7%[60.1 µM]
COc1cccc(CN2CCN(Cc3ccc4c(NC(C)=O)cccc4n3)CC2CCO)c1 (stereo unspecified)
    -7%, -1, 1%, -12%, 23%, -2%, 2%, -5%, 3%
CCCCC/C=C\C/C=C\C/C=C\CC1OC1CCCC(=O)O (stereo unspecified)
    -5%, ·, 0%&-1%, ·, ·, -1%, ·, 2%, 5%[19.4 µM]
CC1=C(/C=C/C(C)=C/C=C/C(C)=C/C(=O)O)C(C)(C)CCC1O (stereo unspecified)
    -4%, ·, 6%, ·, ·, ·, ·, -17%, 4%[19.4 µM]
COc1cccc(-c2coc3cc4oc(=O)c(CCC(=O)O)c(C)c4cc23)c1
    -7%, -4, 44%, 89%[activator], -29%, 1%, -18%, -14%, -1%
COC(=O)c1cccc(NC(=S)Nc2ccccc2Cl)c1
    1%, -2, 3%, 161%[activator], 7%, -3%, -17%, 5%, -9%
CC12CCC(C(=O)Nc3cc(Cl)ccc3Cl)(C(Br)C1=O)C2(C)C (stereo unspecified)
    -5%, -6, 7%, -3%, 12%, -14%, -16%, -14%, -18%
CCOc1ccc(CNC(=O)Cn2c(=O)c3cccn3c3ccccc32)cc1
    -5%&-4%, -3&-7, 8%, 13%&-8%, 2%&-15%, -6%&-12%, -5%&-6%, 0%&51%, -4%&-21%
COc1ccc(C(=O)NC(=S)Nc2ccc(CN3CCOCC3)cc2)cc1OC
    -1%, -7, -1%, -5%, -15%, 4%, 1%, 0%, 7%
CCc1ccc(NC(=O)c2cnccn2)cc1
    -10%, -3, 1%, 23%, 31%, 2%, -20%, -7%, -3%
COc1cccc(NC(=O)c2cnsn2)c1
    6%, 0, 2%, 16%, -1%, -1%, -1%, -9%, -12%
CC(OC(=O)c1n[nH]c2ccccc12)C(=O)NC1CCCCC1C (stereo unspecified)
    -4%, -12, -7%, -9%, ·, ·, 0%, ·, -4%
Cc1cc(C)c(NC(=S)N2CCC(N(C)CC3CCCO3)CC2)c(C)c1 (stereo unspecified)
    -4%, -1, 1%, 3%, 2%, -1%, -9%, -6%, -5%
Cc1ccccc1C1c2[nH]c3ccccc3c2C[C@H]2C(=O)N(c3ccccc3C(=O)NCCN3CCOCC3)C(=O)N12 (stereo partly specified)
    -4%, -14, -28%, 38%[activator], 0%, -7%, -20%, -20%, -6%
O=C(Nc1cccc(C(F)(F)F)c1)c1cccnc1N1CCN(c2ccccc2)CC1
    0%, 2, 13%, ?, 6%, 1%, -13%, ?, -24%
